Screening data deposited in PubChem BioAssay by several laboratories.
S1P4 ag: agonists of human S1P4 receptor; O95977; S1P4-expressing cell line, agonist reporter assay; activation, % at 4.98 µM; 0.35% of 220,000 active; AID 1509; in the data active means activation above about 11%;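 further: 0% = DMSO vehicle and 100% = reference agonist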
Target sequence (O95977 whole entry, looked up): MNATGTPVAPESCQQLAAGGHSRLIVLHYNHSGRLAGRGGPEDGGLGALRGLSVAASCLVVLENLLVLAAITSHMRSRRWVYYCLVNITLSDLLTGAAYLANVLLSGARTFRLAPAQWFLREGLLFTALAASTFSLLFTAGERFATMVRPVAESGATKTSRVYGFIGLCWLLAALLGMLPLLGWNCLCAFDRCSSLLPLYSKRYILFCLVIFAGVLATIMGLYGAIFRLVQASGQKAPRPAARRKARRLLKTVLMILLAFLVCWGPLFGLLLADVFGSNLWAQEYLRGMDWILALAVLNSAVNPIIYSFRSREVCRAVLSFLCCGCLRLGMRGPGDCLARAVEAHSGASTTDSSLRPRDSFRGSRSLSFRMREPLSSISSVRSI
p97 ATPase inh: inhibitors of human p97 ATPase; P55072; recombinant p97 ATPase, Kinase-Glo ATP luminescence, 3 h; inhibition, % at 8 µM; 0.42% of 220,000 active; in the data active means inhibition above about 15%;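 further: 0% = DMSO vehicle and 100% = wells lacking enzyme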
NPY-Y1 antag: blocks the human neuropeptide Y Y1 receptor; P25929; HEK293-CNG Y1 cells, membrane potential fluorescence; NPY at EC95, then isoproterenol; inhibition, % at 3.6 µM; 1% of 200,000 active;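 active means inhibition above the campaign mean inhibition of all tested compounds plus 3 SD, cut at about 20% in these data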;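 further: 0% = DMSO wells given NPY plus isoproterenol and 100% = isoproterenol alone without NPY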
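Test system – HEK293 Y1/CNG channel cell line · Also added – NPY agonist 25 nM, then isoproterenol 1 µM plus Ro 20-1724 25 µM · Compound dosing – one concentration, 3.6 µM, in 0.4% DMSO · Schedule – compound incubation 1 h at room temperature, readout 45 min post-stimulation · Technique – fluorescence, membrane potential probe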
EP2 antag: EP2 receptor (human) inhibition. C6 glioma cells expressing human EP2, cAMP TR-FRET; cells stimulated with saturating PGE2. inhibition, % at 25 µM. 0.52% of 260,000 active;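 active means percent inhibition above 40 after rounding to a whole number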;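 further: rat C6 glioma host cells with rolipram phosphodiesterase inhibitor present; the protocol text gives 20 µM as final concentration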
eIF4E 4G PPI: inhibitors of eIF4E and eIF4G interaction in translation initiation; P63073+Q04637; TR-FRET eIF4E-eIF4GI(517-606) binding, 2 h; inhibition, % at 21.7 µM; 0.37% of 220,000 active; AID 782;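 active means inhibition above about 30%, limit read from the data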;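 further: 0% = full FRET control wells and 100% = background wells lacking eIF4GI fragment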
S1P4 antag: human S1P4 receptor antagonism; inhibition, % at 4.98 µM; AID 1510; O95977; S1P4-expressing cells, antagonist mode, reporter read-out; 0.26% of 220,000 active; in the data active means inhibition above about 29%;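 further: 0% = wells stimulated with agonist and 100% = vehicle wells without agonist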
EP2 modulator: modulates human prostaglandin E2 receptor EP2 signaling; P43116; EP2-expressing cells, cAMP HTRF FRET, PGE2 co-stimulation; induction, % at 25 µM; 0.83% of 260,000 active; AID 940;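 active means compounds whose cAMP rise, as percent of the full-agonist control response, exceeds 60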;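 further: rat C6 glioma line stably carrying human EP2 under a CMV promoter; the protocol text gives 20 µM as final concentration; 100% = response of wells given 1 µM PGE2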
NPY-Y1 PAM-ag: potentiators or agonists of human neuropeptide Y receptor Y1. P25929. NPY-Y1 expressing cells, potentiator/agonist activation. activation, % at 3.6 µM. 0.37% of 220,000 active. AID 1304; in the data active means activation above about 33%, passing the limit was not always enough;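 further: cells stimulated with NPY at EC10 then isoproterenol at EC100; 0% = low agonist plus stimulus and 100% = saturating agonist plus stimulus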
NPY2 pot ag: potentiators or agonists of human neuropeptide Y receptor Y2; P49146; cells expressing NPY-Y2, potentiator/agonist read-out; activation, % at 3.6 µM; 0.45% of 220,000 active; in the data active means activation above about 27%;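 further: cells stimulated with NPY near EC25 plus isoproterenol at EC100; 0% = vehicle plus submaximal agonist and 100% = vehicle plus saturating agonist; some results beyond the cut were filed as inactive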
Target sequence (P49146 whole entry, looked up): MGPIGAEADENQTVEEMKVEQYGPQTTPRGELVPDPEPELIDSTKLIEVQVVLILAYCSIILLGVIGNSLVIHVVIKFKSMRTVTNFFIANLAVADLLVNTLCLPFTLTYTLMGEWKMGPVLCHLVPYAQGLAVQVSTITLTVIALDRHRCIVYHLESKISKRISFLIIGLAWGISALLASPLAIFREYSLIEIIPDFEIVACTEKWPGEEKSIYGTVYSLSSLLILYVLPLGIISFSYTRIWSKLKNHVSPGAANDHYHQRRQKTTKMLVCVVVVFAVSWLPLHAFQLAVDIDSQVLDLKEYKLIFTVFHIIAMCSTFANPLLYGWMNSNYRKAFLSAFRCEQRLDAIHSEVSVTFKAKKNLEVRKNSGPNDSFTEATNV
* = called active by the depositor; x = no result given; & = joins results of further samples; [ ] = remark or other dose.

SMILES	S1P4 ag	p97 ATPase inh	NPY-Y1 antag	EP2 antag	eIF4E 4G PPI	S1P4 antag	EP2 modulator	NPY-Y1 PAM-ag	NPY2 pot ag
O=C(c1nnc(-c2ccncc2)o1)c1ccccc1Cl	-1.4	1.8	-2.8	13.9	1.3	-6.1	9.3	12.6	18.9
CCCCn1c(C(C)NC(=O)CC)nc2ccccc21 (stereo not given)	0.2	1.6	0.3	4.4	-2.0	-6.3	0.9	-1.8	4.5
CN(C)CC(C)(C)CNC(=O)c1cc(=O)c2ccccc2o1	-4.4	4.9	2.6	9.2	-2.4	3.7	5.5	-18.8	-0.3
Cc1nc2cc(C(=O)OCC(=O)N(CC(C)C)C3CCS(=O)(=O)C3)ccc2n1-c1ccccc1 (stereo not given)	0.0	2.4	-0.6	3.1	-0.8	-14.5	8.6	-8.5	-1.0
N#CC1=C(N)N(c2ncn[nH]2)C2=C(C(=O)CCC2)C1c1ccc(F)cc1 (stereo not given)	-1.2	0.9	-1.1	3.2	5.6	8.6	8.2	10.9	6.8
O=C1NC(=O)/C(=C\c2ccccc2OCc2ccccc2)S1	0.1	8.7	-1.3	6.4	-1.0	-15.8	13.1	19.5	24.1
O=C(Nc1nc2c(s1)CCCC2)c1cccc(S(=O)(=O)N2CCCc3ccccc32)c1	-1.8	-2.0	11.3	2.0	3.5[fluorescence artefact?]	-22.2	6.5	-19.4	-16.2
COc1cc2c(cc1OC)C(C(=O)NCC1COc3ccccc3O1)C(c1cccnc1)N(C)C2=O (stereo not given)	0.1	2.4	1.1	8.7	-5.6	0.0	9.5	18.5	4.1
CC(C)NC(=S)N/N=C/c1sc(N2CCCCC2)nc1-c1cccs1	8.0	4.2	0.5	1.4	-10.6[fluorescence artefact?]	-21.2	14.4	0.9	-9.1
Cc1nc(N/N=C/c2ccc(O)cc2)c2cnn(-c3ccccc3)c2n1	0.9	12.8	-12.9	7.1	5.4	-4.3	52.4	8.9	25.9
Cc1cccc(C)c1NC(=O)COC(=O)c1ccc([N+](=O)[O-])o1	2.5	8.0	0.7	9.1	0.7	7.2	-9.0	1.0	8.0
CCOc1ccc(NC(=S)N2CCCN(Cc3cc(C)ccc3C)C2)cc1	1.1	1.1	-1.1	5.7	3.8	-5.7	-2.4	-1.9	-1.6
COCC(C)n1c(C)cc(C(=O)CSc2ncccn2)c1C (stereo not given)	0.1	2.3	-0.5	8.4	-5.7	-19.2	22.9	14.1	13.6
CCN(CC)S(=O)(=O)c1cc(C(=O)Nc2ccncc2)ccc1Cl	-3.1	-9.7	-8.1	8.6	-6.3	2.8	2.7	-0.4	2.6
O=C(CSc1nnc(-c2ccc(F)cc2)o1)N1CCN(C(=O)c2ccco2)CC1	0.2	5.2	1.3	0.9&11.9	-8.9	-45.2	0.8&-4.7	-1.4	14.3
Cc1c(NC(=O)C(C)Sc2nnc(-c3ccccc3)o2)c(=O)n(-c2ccccc2)n1C (stereo not given)	-2.7	0.9	-3.9	13.8	-8.0	-6.6	21.7	4.6	20.1
Cc1cccc(OCC(=O)N(Cc2cccs2)C2CCS(=O)(=O)C2)c1C (stereo not given)	0.0	4.3	3.7	6.3	-16.4	8.5	-6.1	2.7	11.9
Cc1ccc(Cn2c(O)c(N=NC(=S)Nc3ccccc3F)c3cc(S(=O)(=O)N4CCOCC4)ccc32)cc1	-1.4	-7.9	0.8	8.2	2.1	-32.3	1.8	7.4	-3.4
Cc1ccc(S(=O)(=O)N=S(CC2CC2(Cl)Cl)CC2CC2(Cl)Cl)cc1 (stereo not given)	-1.7	-8.1	2.3	6.4	-6.5	1.0	3.1	-27.0	-2.9
Cc1cc(C)c(S(=O)(=O)N2CCCOC2CNC(=O)C(=O)NCc2cccs2)c(C)c1 (stereo not given)	0.1	1.3	3.6	11.8	0.8[fluorescence artefact?]	-1.9	17.7	3.8	4.8
COc1cc(C#N)c(NC(=O)CN2CCN(CCO)CC2)cc1OC	1.6	9.2	-0.8	5.4	-2.5	-11.6	-17.6	-1.6	10.5
O=C(O)c1cccc(-n2nnnc2SCc2ccccc2Cl)c1	10.1	3.4	8.6	4.0	2.2	-3.4	24.0	0.2	-4.6
Nc1cccc(-c2cc(-c3ccccc3)nc(-c3cccc(N)c3)n2)c1	0.3	1.6	-12.3	13.7	-0.2	-22.1	-2.1	27.5	30.1
COc1ccc2c(c1)c(CC(=O)Nc1cc(C)ccc1C)c(C)n2C(=O)c1ccc(Cl)cc1	0.9	3.5	4.2	2.7	4.5[fluorescence artefact?]	5.7	37.0	3.0	-2.2
COc1ccc(C(=O)Nc2ccccc2C(=O)N/N=C/c2ccccc2OC)cc1	0.5	-49.9	-4.7	7.8	13.5	-2.3	-12.2	1.4	-0.1
CCc1ccc(N2CN=c3s/c(=C\c4ccccc4)c(=O)n3C2)cc1	1.3	6.6	x	14.2	2.5	15.7	-50.2	-11.8	11.6
CC(C)(C)C(=O)Nc1nc2cc3c(cc2s1)OCO3	0.6	3.6	x	9.8	-2.5	-13.6	-18.0	27.2	20.1
Cc1ccc2c(c1)nnn2C1CCN(C(=O)NC23CC4CC(CC(C4)C2)C3)CC1	-0.6	6.8	-2.3	3.7&6.1	1.4	-20.4	1.9&-6.0	3.8	-5.1
COCCN(C(=O)CSc1nnc2cc(C)c3ccccc3n12)c1c(N)n(Cc2ccccc2)c(=O)[nH]c1=O	-1.4	4.1	-5.9	3.7	0.5	-20.8	7.4	-18.2	-2.5
O=C(O)c1cc(S(=O)(=O)N2CCCC2)ccc1Br	0.9	-6.1	-1.0	8.9	-8.0	-1.0	-2.5	-9.9	-13.5
Cc1c(O)ccc2c(=O)c(-c3nncn3-c3ccccc3)coc12	1.9	1.4	1.8	8.7	-0.3	-8.5	1.7	1.5	-2.5
O=C(CCCn1c(=S)[nH]c2cc3c(cc2c1=O)OCO3)N1CCN(c2ccc(Cl)cc2)CC1	1.6	3.3	-2.5	4.4	0.4	-15.9	-35.9	1.9	-2.6
CCN(C(=O)CCN1C(=O)c2ccccc2C1=O)C1CCCCC1	0.9	1.4	4.7	-4.8	-3.6	17.4	13.0	-0.2	6.5
O=c1[nH]cc(I)cc1I	1.6	6.6	x	6.1	2.1	-7.5	-4.6	7.4	-2.8
OCCCc1nc2ccccc2n1CCOc1ccccc1	3.1	1.8	-1.1	-3.5	-3.2	-4.2	-33.0	5.0	16.2
CO/N=C/C1C(=O)NN=C1c1ccccc1 (stereo not given)	-0.2	-4.6	6.5	7.2	2.3	5.0	14.2	-5.7	-8.3
CCN1C(=O)C(CC(=O)Nc2c(C)cccc2C)Nc2cc(S(=O)(=O)N(C)C)ccc21 (stereo not given)	1.6	-5.8	-4.4	5.0	-0.8	-15.6	-12.6	-6.1	2.2
O=C(Nc1ccccc1)c1nnsc1S(=O)(=O)c1ccc(Cl)cc1	-2.6	8.2	3.7	114.2*	0.7	93.8*	-21.0	3.4	-0.2
Cc1csc(SCCn2c(N3CCOCC3)nc3c2c(=O)[nH]c(=O)n3C)n1	-0.9	3.5	-4.2	6.8	-2.1	-13.1	3.1	-21.8	-0.1
CSc1cccc(NC(=O)CN(C)S(=O)(=O)c2ccccc2)c1	-1.1	1.4	10.5	11.4	-2.8	23.1	-71.5	-3.7	9.2
CCOc1ccccc1NC(=O)C1=C(C)NC(=O)NC1c1cccs1 (stereo not given)	1.6	1.4	-5.0	7.1	1.4	-14.6	-2.8	-5.6	-0.8
O=C(CSCc1ccccc1F)NCc1ccccc1	1.9	4.2	-0.1	5.0	-5.7	-14.9	5.8	20.5	-4.8
COC(=O)c1ccc(OC(=O)CCN2C(=O)C3C4c5ccccc5C(c5ccccc54)C3C2=O)cc1 (stereo not given)	1.2	0.2	-1.1	1.6	-3.8	-15.8	27.3	9.9	7.0
CCCc1cc(=O)[nH]c(SCC(=O)N2CCN(c3ccc(F)cc3)CC2)n1	-0.6	1.9	4.0	6.3	-1.2	-7.9	15.8	-6.2	13.4
O=[N+]([O-])c1ccc(Sc2cccc3cccnc23)c([N+](=O)[O-])c1	-0.8	6.5	-1.1	10.4	-14.7[fluorescence artefact?]	4.6	10.4	13.5	5.0
CCOC(=O)c1ccc(N=Cc2nc3ccccc3n2C)cc1	0.7	2.1	1.7	8.6	18.6	-26.9	3.3	7.3	2.5
COc1cc(C(=O)NCC(c2ccccc2)N(C)C)ccc1OCC(=O)N1CCOCC1 (stereo not given)	3.5	6.0	7.8	4.9	0.6	-2.8	1.7	8.8	15.6
O=C(CN1CCOCC1)NC1C2CC3CC(C2)CC1C3 (stereo not given)	2.7	6.0	-5.5	7.8	3.0	-16.1	19.7	8.1	6.0
Cc1nc(SCC(=O)Nc2cc(Cl)ccc2[N+](=O)[O-])nc(C)c1C	0.2	-0.5	1.1	8.3	3.3	-4.4	10.4	-5.2	9.9
COC(=O)C1=C(COc2ccc(F)cc2)NC(=O)NC1c1ccc(C)cc1C (stereo not given)	1.4	-7.7	3.6	11.5	-1.9	-15.5	51.5	3.4	-0.5
Cc1ccc(Cn2c(=O)n(-c3ccccc3)c(=O)c3ccc(C(=O)NCc4ccco4)cc32)cc1	1.8	6.5	-2.1	x	1.8	-11.3	19.1	2.0	4.7
O=C(/C=C\c1ccc2c(c1)OCO2)CC1(O)C(=O)Nc2ccccc21 (stereo not given)	0.9	0.8	x	7.1	-4.8	-6.3	-4.3	10.5	-8.6
CCOc1cc(C2c3c(oc4ccccc4c3=O)C(=O)N2c2nccs2)ccc1O (stereo not given)	-0.7	7.1	x	10.2	2.8	-8.7	-2.1	-17.9	2.2
COc1ccc(-c2cc(N)n(S(=O)(=O)c3ccc(C)cc3)n2)c(OC)c1	0.8	1.0	0.9	9.9	2.1	-21.0	8.2	-14.2	18.2
CCO[C@@H]1OC(C(=O)N2CCOCC2)=C[C@H](c2cn(C(C)=O)c3ccccc23)[C@H]1CCCO	0.5	-1.7	-4.9	7.3	-2.5	13.6	12.3	0.1	3.6
Cc1ccc(OCCN2CCN(c3nc(NCc4ccco4)c4ccccc4n3)CC2)cc1	1.4	1.7	33.7*	16.6	1.8	-22.9	-40.5	-57.5	-6.8

Single records, from the list above. Order of values: S1P4 ag, p97 ATPase inh, NPY-Y1 antag, EP2 antag, eIF4E 4G PPI, S1P4 antag, EP2 modulator, NPY-Y1 PAM-ag, NPY2 pot ag
Cc1cccc(OCC(=O)N(Cc2cccs2)C2CCS(=O)(=O)C2)c1C (stereo not given) is listed as 0.0, 4.3, 3.7, 6.3, -16.4, 8.5, -6.1, 2.7, 11.9
Cc1ccc(OCCN2CCN(c3nc(NCc4ccco4)c4ccccc4n3)CC2)cc1 is listed as 1.4, 1.7, 33.7*, 16.6, 1.8, -22.9, -40.5, -57.5, -6.8
N#CC1=C(N)N(c2ncn[nH]2)C2=C(C(=O)CCC2)C1c1ccc(F)cc1 (stereo not given) is listed as -1.2, 0.9, -1.1, 3.2, 5.6, 8.6, 8.2, 10.9, 6.8
CCN1C(=O)C(CC(=O)Nc2c(C)cccc2C)Nc2cc(S(=O)(=O)N(C)C)ccc21 (stereo not given) is listed as 1.6, -5.8, -4.4, 5.0, -0.8, -15.6, -12.6, -6.1, 2.2

Only part of the results is shown. The share of hits here may be higher or lower than overall.
